CCR6 antagonist: CCR6 receptor antagonists, primary screen, cell-based, CHO-K1, luminescence, beta-arrestin, uHTS | C-C chemokine receptor type 6 (Homo sapiens), P51684 | CHO-K1 CCR6 PathHunter beta-arrestin, CCL20-stimulated | inhibition, % at 20 µM | 340,000 tested, 0.49% active | AID 493098, 2011;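 active means compounds whose inhibition of the agonist-driven luminescence signal at 20 µM reaches about 50%, limit read from the data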;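 further: cells stimulated with CCL20 at 14 nM final; plate controls were DMSO with CCL20 for no effect and DMSO without agonist for full effect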
APJ antag: antagonists of human apelin receptor APJ, primary screen, CHO-K1 cells, beta-arrestin complementation, luminescence. inhibition, % at 20 µM. 330,000 tested, 0.32% active. AID 2521, 2010;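 active means inhibition above about 40% at 20 µM, limit read from the data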;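 further: cells challenged with 10 nM apelin-13 agonist together with compound; plate controls were apelin-13 plus DMSO wells for no effect and DMSO wells lacking apelin-13 for full effect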
UPR CHOP act: activators of apoptotic CHOP UPR arm, primary screen, cell-based, CHO-CHOP luciferase reporter, luminescence, uHTS | UPR activation; percent of tunicamycin response over DMSO baseline | activation, % at 10 µM | 330,000 tested, 0.34% active;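 active means at 10 µM dose, activation of 40% or more, normalized to positive control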;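 further: 100% = tunicamycin at 10 µg/mL and 0% = DMSO alone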
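Dosing – one dose, 10 µM in 0.5% DMSO · System – CHO-CHOP cells, stable luciferase reporter of PERK-eIF2a-CHOP signalling · Input – 500 cells/well · Control set – tunicamycin 10 µg/mL final as positive, DMSO-only wells as negative · Timing – 6 h compound treatment, 37 °C · Measure – % activation vs tunicamycin · Technique – luminescence read with Steady-Glo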
EBI2 antag: EBI2 receptor antagonists, beta-arrestin recruitment, primary screen, cell-based, luminescence, 7a,25-OHC stimulation, uHTS; G-protein coupled receptor 183 (Homo sapiens), P32249; 7a,25-OHC stimulated; inhibition, % at 5 µM; 360,000 tested, 0.81% active; in the data active means inhibition above about 38%;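 further: enzyme fragment complementation signal reports receptor beta-arrestin coupling in cells; 0% = agonist plus DMSO wells and 100% = wells without agonist; some results beyond the cut were filed as inactive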
APJ agonist: agonists of human apelin receptor APJ, primary screen, CHO-K1 cells, PathHunter beta-arrestin, luminescence. P35414. 0% DMSO wells, 100% apelin. activation, % at 20 µM. 330,000 tested, 0.11% active;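 active means activation more than six SD over the plate average, tested at 20 µM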;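 further: 0% = DMSO alone and 100% = apelin-13 at 10 nM; some results filed as inactive read as strong as hits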
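assay system = CHO-K1 APJ beta-arrestin complementation cell line | input = cell density 1000 per well | dosing = compound 20 µM once, DMSO 1% | timing = compound 90 min 25 °C, reagent 1 h | measured by = luminescence from split beta-galactosidase complementation, Galacton Star/Emerald II substrate | read-out basis = APJ agonist activity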
tim23-1 inh: growth inhibitors of tim23-1 mutant yeast, primary screen, luminescence, uHTS; inhibition, % at 20 µM; AID 463212, 2010; 330,000 tested, 1.3% active; S. cerevisiae tim23-1 growth, BacTiter-Glo luminescence, 24 h;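 active means growth inhibition of the mutant yeast at or above 50%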;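 further: temperature-sensitive mutant grown at 25 °C; plate controls were DMSO-treated mutant yeast for no effect and medium wells lacking yeast for full effect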
Mdm2-MdmX inh: inhibitors of human Mdm2-MdmX association, primary screen, cell-based, luminescence, split luciferase, SaOS-2, uHTS | Protein Mdm4 (Homo sapiens) + E3 ubiquitin-protein ligase Mdm2 (Homo sapiens), … | SaOS-2 split-luciferase Mdm2/MdmX complementation | inhibition, % at 8 µM | 330,000 tested, 3% active | AID 485346, 2010;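 active means inhibition of at least 50% at 8 µM in the primary screen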
Target sequence (O15151 whole entry, looked up): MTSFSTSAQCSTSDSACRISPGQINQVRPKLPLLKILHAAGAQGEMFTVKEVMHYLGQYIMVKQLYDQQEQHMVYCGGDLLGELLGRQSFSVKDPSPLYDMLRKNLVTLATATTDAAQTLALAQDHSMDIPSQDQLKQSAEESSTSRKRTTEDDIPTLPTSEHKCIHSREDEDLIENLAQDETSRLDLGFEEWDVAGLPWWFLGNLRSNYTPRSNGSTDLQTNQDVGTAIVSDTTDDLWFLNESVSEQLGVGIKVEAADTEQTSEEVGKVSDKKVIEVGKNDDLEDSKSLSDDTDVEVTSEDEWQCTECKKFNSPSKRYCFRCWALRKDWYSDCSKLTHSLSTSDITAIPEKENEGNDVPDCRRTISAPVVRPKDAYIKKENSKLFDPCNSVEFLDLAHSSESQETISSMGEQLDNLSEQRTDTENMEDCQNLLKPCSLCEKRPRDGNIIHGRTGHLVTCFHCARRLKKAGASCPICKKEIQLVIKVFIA
Target sequence (Q00987 whole entry, looked up): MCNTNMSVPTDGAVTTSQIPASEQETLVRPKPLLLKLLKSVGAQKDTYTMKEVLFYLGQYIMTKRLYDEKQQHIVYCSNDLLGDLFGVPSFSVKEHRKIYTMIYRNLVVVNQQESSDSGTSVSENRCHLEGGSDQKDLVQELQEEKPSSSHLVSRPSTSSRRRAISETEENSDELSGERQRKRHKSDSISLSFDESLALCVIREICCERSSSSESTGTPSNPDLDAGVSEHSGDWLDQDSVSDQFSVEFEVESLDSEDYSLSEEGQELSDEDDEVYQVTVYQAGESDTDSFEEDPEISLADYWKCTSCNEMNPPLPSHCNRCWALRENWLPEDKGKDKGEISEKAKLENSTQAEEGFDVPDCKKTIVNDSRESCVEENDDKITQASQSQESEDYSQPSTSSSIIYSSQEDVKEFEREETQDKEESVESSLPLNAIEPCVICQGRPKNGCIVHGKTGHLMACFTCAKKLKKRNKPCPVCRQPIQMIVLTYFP
CXCR6 inh: CXCR6 receptor inhibitors, primary screen, cell-based, beta-arrestin, luminescence, CHO-K1 PathHunter, 1536-well; C-X-C chemokine receptor type 6 (Homo sapiens), O00574; inhibition, % at 20 µM; 360,000 tested, 0.36% active; AID 602244, 2012; in the data active means inhibition above about 34%, passing the limit was not always enough;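 further: antagonist mode with CXCL16 agonist at 10 nM final; 0% = 10 nM CXCL16 with DMSO and 100% = unstimulated wells without agonist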
UPR XBP1 act: activators of adaptive XBP1 UPR arm, primary screen, cell-based, CHO-XBP1 luciferase reporter, luminescence, uHTS; IRE1-XBP1 UPR activation; percent of tunicamycin response, DMSO as zero; activation, % at 20 µM; 330,000 tested, 0.33% active; AID 463104, 2010;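 active means versus positive control, 20 µM dose yields 30% or more activation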;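 further: 100% = tunicamycin at 10 µg/mL and 0% = DMSO only wells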
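Assay system: IRE1-XBP1 luciferase reporter CHO line. Input: 1000 cells/well. Buffer or medium: F12 with 10% serum. Doses: 20 µM, 1% DMSO. Times: overnight seeding at 37 °C, 6 h compound treatment at 37 °C. Technique: Steady-Glo luciferase glow luminescence, 10 min after reagent addition.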
An asterisk follows results filed as active; / = no result given. Some of the compounds tested; rates above refer to the full screens.

1) COc1ccc(CCNC(=O)c2ccc(N3CCCC3=O)cc2)cc1OC
2) O=C(Cc1ccc(-n2c(=O)c3ccccc3n(Cc3ccc(F)cc3)c2=O)cc1)NCC1CCCO1 (stereo unspecified)
3) Cc1ccc(C)c(N2CCN(C(=O)c3cc4ccccn4n3)CC2)c1
4) O=C1CN(C(=O)c2cccc(S(=O)(=O)N3CCCC3)c2)c2ccccc2N1
5) C=CCN1CCN(c2ccncc2S(=O)(=O)N2CCOCC2)CC1
6) CCCCN1C(=O)C2(OCCCO2)c2cccc(C)c21
7) Cc1cc(C)nc(NC(=S)NC(=O)c2ccccc2)n1
8) C#CCN1C(=O)S/C(=C\c2ccc(-c3ccc(Cl)c(C(=O)O)c3)o2)C1=O
9) COc1cccc(C(=O)Oc2cc3c4c(c2)C(C)=CC(C)(C)N4C(=O)C3=O)c1
10) CS(=O)(=O)N(Cc1ccc(Cl)cc1)c1ccc(C(=O)NCCC2=CCCCC2)cc1
Screen / compound no.	1	2	3	4	5	6	7	8	9	10
APJ antag	8	-9	5	21	-6	24	16	7	-7	-8
CXCR6 inh	-4	6	4	-6	1	8	-5	1	22	10
tim23-1 inh	18	14	46	1	9	4	8	-11	63*	-4
UPR CHOP act	-0.8	2.0	-0.8	-0.5	-1.1	0.1	4.3	2.8	3.3	-1.8
CCR6 antagonist	-11	-4	8	-2	0	1	21	4	38	2
EBI2 antag	-8	12	58*	-7	5	1	-1	0	2	17
Mdm2-MdmX inh	-5	-1	-13	-11	16	-19	-56	-22	67*	17
UPR XBP1 act	-1	0	0	-2	-5	-5	1	-4	50*	3
APJ agonist	-1	4	1	-1	-1	-2	-3	-1	-4	1

Next part, starting with the last 3 of the part before.
8) C#CCN1C(=O)S/C(=C\c2ccc(-c3ccc(Cl)c(C(=O)O)c3)o2)C1=O
9) COc1cccc(C(=O)Oc2cc3c4c(c2)C(C)=CC(C)(C)N4C(=O)C3=O)c1
10) CS(=O)(=O)N(Cc1ccc(Cl)cc1)c1ccc(C(=O)NCCC2=CCCCC2)cc1
11) CCn1cc(C(=O)Nc2ccc(Cl)cc2Cl)cn1
12) Cc1ccc(C)c(NC(=O)c2ccc(S(=O)(=O)N(C)CC3CCCO3)cc2)c1 (stereo unspecified)
13) COc1ccc(-c2cc(C(=O)N3CCN(S(=O)(=O)c4ccccc4)CC3)[nH]n2)cc1
14) O=C(O)CCc1ccc(-c2ccccc2)n1-c1cccc(C(=O)O)c1
15) Cc1ccc(C(=O)CN2C(=O)NC3(CCOc4ccccc43)C2=O)s1 (stereo unspecified)
16) O=C(CCn1c(=O)oc2ccccc21)NCc1cccs1
17) C/C(=N/Nc1nc(C)cc(C)n1)c1ccc(Br)cc1
18) Cc1noc(C)c1CCC(=O)N1CCCC(CCC(=O)NCc2ccccc2F)C1 (stereo unspecified)
19) CCC1CCCN1Cn1cnc2c([nH]c3ccccc32)c1=O (stereo unspecified)
20) O=C(O)C(F)=C(c1ccccc1)c1ccccc1
Screen / compound no.	8	9	10	11	12	13	14	15	16	17	18	19	20
APJ antag	7	-7	-8	-16	0	3	-10	2	11	15	-2	22	5
CXCR6 inh	1	22	10	0	2	-4	5	-2	-1	-6	/	-8	-4
tim23-1 inh	-11	63*	-4	14	25	18	-15	2	7	33	-1	5	20
UPR CHOP act	2.8	3.3	-1.8	4.2	1.0	0.2	0.2	2.9	-2.3	2.5	1.0	-0.1	1.3
CCR6 antagonist	4	38	2	0	-18	0	-5	3	9	13	18	5	-12
EBI2 antag	0	2	17	10	-5	48*	-16	-1	0	-7	/	-11	-21
Mdm2-MdmX inh	-22	67*	17	3	5	19	7	7	11	13	-14	7	11
UPR XBP1 act	-4	50*	3	1	-4	-1	1	1	-4	-4	0	0	-3
APJ agonist	-1	-4	1	-1	8	0	-3	2	-6	-3	0	-2	1

21) Cc1sc2nc(SCC(=O)N3CCOCC3)[nH]c(=O)c2c1-c1ccccc1
22) O=C(N/N=C/c1ccccn1)c1ccc(NC(=O)c2cccc([N+](=O)[O-])c2)cc1
23) c1ccc(-c2nnc(CSc3nnc(-c4ccncc4)n3Cc3ccco3)o2)cc1
24) C/C(=N\N=C(c1ccccc1)c1ccccc1)c1cccs1
25) CCC(C)(C)NC(=O)C1CCC(CNS(=O)(=O)c2cccc3nsnc23)CC1 (stereo unspecified)
26) COc1ccc(Nc2nc(Cl)nc(NCc3ccco3)n2)cc1
27) O=C(O)c1ccc(N=Cc2c(O)ccc3oc4c(c23)CCCC4)cc1
28) CCCOC1CCCN(Cc2nc(-c3ccc(C(=O)OC)cc3)no2)C1 (stereo unspecified)
29) CCC(=O)/C=C1\Sc2ccc(OC)cc2N1CCO
30) COc1ccc(C(CC(=O)O)NC(=O)COc2ccccc2)cc1OC (stereo unspecified)
Screen / compound no.	21	22	23	24	25	26	27	28	29	30
APJ antag	3	-3	0	5	-1	-11	13	4	2	-4
CXCR6 inh	8	-6	-4	4	3	-6	4	-8	0	-1
tim23-1 inh	-6	3	13	-10	-2	-10	66*	14	24	-2
UPR CHOP act	-1.8	0.7	0.4	2.5	-0.3	2.7	0.0	2.3	0.3	0.7
CCR6 antagonist	-3	10	3	18	10	-1	13	13	5	-9
EBI2 antag	9	-6	-1	0	-5	0	4	18	-6	-2
Mdm2-MdmX inh	12	-2	-5	12	9	38	41	22	-17	-33
UPR XBP1 act	-3	-2	0	-2	-3	6	-2	-1	-2	5
APJ agonist	-2	3	2	-5	9	-1	-2	2	4	7

31) COc1ccc(NC(=O)Nc2cccc3c2O[C@H](CN(C)S(=O)(=O)c2cn(C)cn2)[C@@H](C)CN([C@H](C)CO)C3=O)cc1
32) CCOC(=O)c1c(C)oc2ccc(OCC(=O)N(CC)CC)cc12
33) CCOC(=O)Nc1ccc(C)cc1NC(=O)OCC
34) CCn1c2ccccc2c2cc(/C=N/n3c(-c4cc(C)[nH]n4)n[nH]c3=S)ccc21
35) Cn1nnnc1SCCNCc1cccc2ccccc12
36) CCOc1ccc(-c2cccc(NC(=O)c3cccs3)c2)nn1
37) NNC(=O)c1nn(-c2ccc(Cl)cc2)cc1O
38) C/C(=N\N1CCN(c2ccccc2)CC1)c1ccc(O)cc1
39) COc1ccc(C)cc1S(=O)(=O)N(C)CC(=O)NC1CCCC1
40) COc1ccccc1NC(=O)C1CCN(S(=O)(=O)c2ccc3c(c2)NC(=O)C(C)S3)CC1 (stereo unspecified)
Screen / compound no.	31	32	33	34	35	36	37	38	39	40
APJ antag	2	10	10	10	-8	-26	-19	17	9	-16
CXCR6 inh	0	5	0	4	-2	-10	4	0	-4	-1
tim23-1 inh	7	21	-1	16	14	63*	18	7	14	13
UPR CHOP act	1.4	-2.2	-0.5	-0.3	-0.8	1.2	-1.1	-0.4	1.2	0.4
CCR6 antagonist	4	8	0	12	-4	2	12	-6	-10	0
EBI2 antag	4	-11	-3	-9	-3	-1	3	7	-10	12
Mdm2-MdmX inh	-5	-26	6	13	16	11	13	5	17	12
UPR XBP1 act	-3	4	-3	3	2	-2	-3	2	1	-9
APJ agonist	-2	2	-2	1	-5	2	-1	-3	-2	9

41) CC1CC1C(=O)OCC(=O)Nc1ncc(Cl)cc1Cl (stereo unspecified)
42) COc1ccc(-c2c(C)oc3cc(O)cc(O)c3c2=O)cc1OC
43) O=C(/C=C/c1ccco1)Nc1cccc(S(=O)(=O)N2CCOCC2)c1
44) O=C(Cn1nc(-c2cccc(Cl)c2)ccc1=O)Nc1ccccc1Br
45) CCc1cccc(NC(=O)CN(c2ccc(OC)cc2)S(=O)(=O)c2c(C)n[nH]c2C)c1
46) CCN(CC)C(=O)C1=C(C)NC(=O)NC1c1c(F)cccc1Cl (stereo unspecified)
47) COc1ccc(NC(=O)c2ccc3ncsc3c2)cc1
48) CC(=C/c1ccccc1)/C=N/NC(=O)c1cccs1
49) COc1cccc(C=Nc2ccc3c(c2)OCCO3)c1O
50) Cc1nc2ncnn2c(C)c1CCC(=O)N1CCOCC1
Screen / compound no.	41	42	43	44	45	46	47	48	49	50
APJ antag	12	-39	-5	2	6	-10	-2	-26	-2	14
CXCR6 inh	-5	2	4	0	1	3	-8	10	-9	0
tim23-1 inh	9	17	21	-1	17	11	7	64*	14	0
UPR CHOP act	2.7	-0.2	2.4	0.1	-0.7	-1.5	1.9	3.8	-0.8	-0.3
CCR6 antagonist	5	10	10	16	9	-6	1	0	-2	0
EBI2 antag	-11	-1	-14	4	8	-7	0	9	-7	-2
Mdm2-MdmX inh	-20	7	7	5	-1	-27	-40	-157	12	-10
UPR XBP1 act	-2	2	-2	-2	1	-1	-1	-3	-1	0
APJ agonist	6	-3	-1	-4	-1	0	-3	6	-1	-2

51) CCOc1ccc(N2CC(C(=O)NCCc3ccc(S(N)(=O)=O)cc3)CC2=O)cc1 (stereo unspecified)
52) CCN(CC)c1ccc(NC(=O)CSc2nc(C)cc(=O)[nH]2)cc1
53) CC(C)C(C(=O)Nc1ccccc1)N1C(=O)c2ccccc2C1=O (stereo unspecified)
54) CCOc1cccc2sc(N(CCCN(C)C)C(=O)c3ccc(C(=O)c4ccccc4)cc3)nc12
55) CCn1c(CNC(=O)Cc2ccc(OC)cc2)nnc1SCC(=O)Nc1nccs1
56) CCCCC(=O)Nc1nnc(CCOC)s1
Screen / compound no.	51	52	53	54	55	56
APJ antag	-9	-5	19	16	3	-1
CXCR6 inh	0	5	9	5	-3	3
tim23-1 inh	0	8	26	-6	13	3
UPR CHOP act	0.0	1.5	0.1	0.8	1.4	-3.6
CCR6 antagonist	0	17	10	12	1	10
EBI2 antag	-3	-13	-1	1	-2	-1
Mdm2-MdmX inh	-5	23	3	51*	8	14
UPR XBP1 act	-2	-4	-1	-1	1	2
APJ agonist	-1	-3	-3	-2	-3	-2

Taken from above.
CCOc1cccc2sc(N(CCCN(C)C)C(=O)c3ccc(C(=O)c4ccccc4)cc3)nc12 – UPR XBP1 act: -1
CCn1c(CNC(=O)Cc2ccc(OC)cc2)nnc1SCC(=O)Nc1nccs1 – APJ antag: 3

Screening data: PubChem, Sanford-Burnham Center for Chemical Genomics
